BaF3 tox = parental Ba/F3 viability inhibition as JAK2V617F counter-screen. AID 1486. hit rate 1.1% among 220,000. CellTiter-Glo ATP luminescence. inhibition, % at 5.6 µM;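 active = inhibition above a per-campaign cutoff, the mean inhibition of all tested compounds plus 3 SD, cut at about 27% in these data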;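 also: 0% = DMSO wells and 100% = JAK Inhibitor I control wells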
CHOP inh = CHOP inhibition in unfolded protein response; inhibition, % at 10 µM; hit rate 3.8% among 220,000; CHO-K1 CHOP-promoter luciferase, tunicamycin-induced, 15-18 h; AID 2732;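 active = compounds that reduced the stress-induced luciferase reporter signal by more than about 70% of percent inhibition, limit read from the data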;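 also: 0% = tunicamycin plus vehicle and 100% = wells without tunicamycin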
NPY Y1 blocker = antagonists of human neuropeptide Y receptor Y1 | P25929 | HEK293-CNG Y1 cells, membrane potential fluorescence; NPY at EC95, then isoproterenol | inhibition, % at 3.6 µM | hit rate 1% among 200,000 | AID 1040;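 active = inhibition above the campaign mean inhibition of all tested compounds plus 3 SD, cut at about 20% in these data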;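 also: 0% = DMSO wells given NPY plus isoproterenol and 100% = isoproterenol alone without NPY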
Target sequence (P25929 whole entry, looked up): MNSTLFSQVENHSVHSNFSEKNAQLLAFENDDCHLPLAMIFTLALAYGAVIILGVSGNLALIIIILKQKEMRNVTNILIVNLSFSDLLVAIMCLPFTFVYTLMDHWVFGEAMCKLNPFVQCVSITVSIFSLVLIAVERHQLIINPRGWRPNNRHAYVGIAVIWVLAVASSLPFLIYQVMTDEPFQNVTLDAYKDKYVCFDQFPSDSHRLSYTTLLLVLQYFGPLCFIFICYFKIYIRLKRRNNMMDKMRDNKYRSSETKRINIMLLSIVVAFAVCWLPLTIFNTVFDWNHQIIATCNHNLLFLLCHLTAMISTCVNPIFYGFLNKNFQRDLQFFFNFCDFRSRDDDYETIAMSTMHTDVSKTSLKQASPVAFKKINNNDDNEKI
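Test system: HEK293 cells co-expressing NPY Y1 receptor and cyclic-nucleotide gated channel; Also added: NPY (25 nM), isoproterenol (1 µM), Ro 20-1724 (25 µM); Compound dosing: one concentration, 3.6 µM, in 0.4% DMSO; Timing: dye 3 h, compound 60 min room temperature, stimulation 45 min; Technique: Membrane-potential fluorescent dye readout.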
S1P4 ag = activates the human S1P4 receptor; O95977; AID 1509; S1P4-expressing cell line, agonist reporter assay; activation, % at 4.98 µM; hit rate 0.35% among 220,000; in the data active = activation above about 11%;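 also: 0% = DMSO vehicle and 100% = reference agonist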
p47phox inh = inhibitors of human p47phox binding. P14598. p47phox/p22phox peptide binding, fluorescence polarization, 2 h. inhibition, % at 24.7 µM. hit rate 0.53% among 220,000. AID 1274;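 active = inhibition above about 30%, limit read from the data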;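 also: 0% = p47phox with labelled peptide and 100% = labelled peptide alone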
NPY-Y1 PAM-ag = potentiators or agonists of human neuropeptide Y receptor Y1. P25929. activation, % at 3.6 µM. hit rate 0.37% among 220,000. NPY-Y1 expressing cells, potentiator/agonist activation; in the data active = activation above about 33%, passing the limit was not always enough;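 also: cells stimulated with NPY at EC10 then isoproterenol at EC100; 0% = low agonist plus stimulus and 100% = saturating agonist plus stimulus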
S1P4 antag = antagonists of human S1P4 receptor. O95977. S1P4-expressing cells, antagonist mode, reporter read-out. inhibition, % at 4.98 µM. hit rate 0.26% among 220,000; in the data active = inhibition above about 29%;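 also: 0% = wells stimulated with agonist and 100% = vehicle wells without agonist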
NPY2 pot ag = human NPY-Y2 potentiation or agonism, primary screen; P49146; hit rate 0.45% among 220,000; activation, % at 3.6 µM; cells expressing NPY-Y2, potentiator/agonist read-out; AID 1359; in the data active = activation above about 27%;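 also: cells stimulated with NPY near EC25 plus isoproterenol at EC100; 0% = vehicle plus submaximal agonist and 100% = vehicle plus saturating agonist; some results beyond the cut were filed as inactive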
Target sequence (P49146 whole entry, looked up): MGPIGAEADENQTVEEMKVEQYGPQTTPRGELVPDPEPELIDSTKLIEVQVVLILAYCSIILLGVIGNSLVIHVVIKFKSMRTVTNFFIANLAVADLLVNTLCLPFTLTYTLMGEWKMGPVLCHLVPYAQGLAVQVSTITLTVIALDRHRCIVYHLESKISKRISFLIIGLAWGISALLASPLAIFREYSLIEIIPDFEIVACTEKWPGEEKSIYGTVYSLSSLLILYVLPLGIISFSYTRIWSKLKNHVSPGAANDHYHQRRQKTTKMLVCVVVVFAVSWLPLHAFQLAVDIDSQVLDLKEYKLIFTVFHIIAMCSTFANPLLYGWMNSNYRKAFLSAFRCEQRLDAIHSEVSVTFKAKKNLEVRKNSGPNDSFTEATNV
Ba/F3 V617F tox = lowers viability of Ba/F3 cells expressing EpoR and JAK2V617F; AID 1446; inhibition, % at 5.6 µM; hit rate 1.1% among 220,000; ATP luminescence;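 active = inhibition above the campaign mean plus 3 SD over all tested compounds, cut at about 24% in these data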;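 also: cytokine-independent growth of Ba/F3 cells driven by EpoR plus mutant JAK2; 0% = DMSO-treated cells and 100% = JAK inhibitor I control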
Starred values were filed as active, the others as inactive; / = no result given. Compounds as they come. Share with any hit: about 7.1%.

SMILES	BaF3 tox	CHOP inh	NPY Y1 blocker	S1P4 ag	p47phox inh	NPY-Y1 PAM-ag	S1P4 antag	NPY2 pot ag	Ba/F3 V617F tox
CCOC(=O)c1snc2c(=O)[nH]cnc12	7.5	-12.5	-0.8	-0.4	-2.6	4.7	9.7	-6.5	3.4
O=S1(=O)CC(O)C(NCCO)C1 (stereo not given)	-1.2	-3.9	7.5	-0.1	0.5	-5.1	2.1	4.0	-3.0
Cc1cc(C)nc(Nc2ccc(N3CCCC3)cc2)n1	3.8	15.5	-0.5	2.2	5.0	-14.4	-12.8	-7.9	-2.6
CN(C)c1ccc(/C=N/NC(=O)c2ccccc2O)o1	5.2	-11.8	-2.4	0.7	-7.0	-5.1	-0.5	-3.5	-0.1
Cc1ccc(OCCCC(=O)Nc2ccc(S(=O)(=O)Nc3ccccn3)cc2)cc1	5.8	59.0	7.2	-0.5	-8.7	-7.6	-10.8	-8.5	-0.2
Cc1cc(C)nc(SCC(=O)Nc2cc(C)on2)n1	1.1	9.1	-1.8	1.9	-13.3	2.8	7.7	4.0	2.5
CN(C)C(=O)CSc1nnc(-c2cccs2)n1-c1ccccc1	-5.5	27.6	/	0.6	-7.4	14.3	-9.9	14.8	-0.8
O=C(/C=C/c1ccccc1)N1CCC(Cc2ccccc2)CC1	8.3	60.5	19.5	-2.5	-13.6	-1.5	-3.0	-1.1	2.5
COc1ccccc1-c1cc(C(F)(F)F)nc(S(=O)(=O)CCCC(=O)Nc2cc(C)on2)n1	-1.8	107.9*	-1.6	0.3	2.0	1.5	-9.0	13.5	-7.3
CCCCCCCCCCCCCCCC[n+]1cccc2ccccc21	81.9*	106.2*	7.1	2.3	100.6*	-5.5	-13.9	18.5	100.8*
COc1ccc(NC(=O)C2CCCN(S(=O)(=O)c3cccs3)C2)cc1OC (stereo not given)	1.1	21.5	1.5	1.7	-12.1	-11.6	-7.7	0.3	-4.9
Cc1cc2cc(C)c3nnc(SCc4ccccn4)n3c2cc1C	0.8	31.9	0.1	3.7	4.1	-6.4	-18.2	10.2	1.6
Cc1ccc(C2N3CC4([N+](=O)[O-])CN2CC([N+](=O)[O-])(C3)C4(C)C)cc1 (stereo not given)	8.8	-12.1	0.4	0.0	1.9	10.1	-13.6	9.0	1.9
COc1cccc(NC(=O)CN(C)C(C)C(=O)Nc2ccc(C#N)cc2)c1 (stereo not given)	-0.2	-1.3	2.2	-0.2	-6.4	-0.5	8.3	4.5	0.7
COc1ccccc1/C=C/C=N/NC(=O)CC1C(=O)NN=C1C (stereo not given)	-4.3	-5.0	/	-0.8	-14.5	5.2	2.7	-44.7	-2.4
COc1ccc(Cc2cnc(N)s2)cc1	4.4	9.4	3.3	-0.3	-7.1	1.4	-16.6	-8.4	2.8
Cc1ccc(-n2nnnc2SCC(=O)c2cc(C)n(-c3cc(C)on3)c2C)cc1	3.2	-8.5	-1.6	-0.8	-39.3	0.0	3.1	-6.5	-3.7
CCCCN(C)C(=O)c1nc2ccccn2c1CN1CCN(c2ccccn2)CC1	-2.1	-21.4	1.1	0.6	-9.7	14.1	-13.9	3.8	-5.7
COc1ccc(S(=O)(=O)/N=C2/NC(=O)/C(=C/c3ccco3)S2)cc1	6.6	28.4	5.7	1.2	-40.6	-17.0	-13.1	2.3	0.6
CN(C)c1oc(-c2ccccc2)nc1C#N	6.0	-10.9	5.9	0.3	7.5	-19.5	-6.4	-9.1	0.0
COc1ccccc1C(=O)N/C(=C\c1ccccc1)C(=O)NC(C)C(=O)O (stereo not given)	4.7	1.5	0.2	-0.3	-11.2	2.5	15.2	-9.6	-2.6
Cc1ccc(C(=O)N/N=C/c2ccc(-c3ccccc3[N+](=O)[O-])o2)cn1	-0.1	4.8	4.3	0.6	-16.9	1.2	16.7	-0.4	-2.3
Cc1cc([N+](=O)[O-])nn1CCCC(=O)Nc1cc(Oc2ccccc2)cc([N+](=O)[O-])c1	3.6	73.7*	-3.0	-0.4	-5.7	8.5	-20.2	1.6	-1.8
Cc1csc(SCC(=O)NCc2ccccc2Cl)n1	3.1	-9.6	-5.0	-2.6	-0.6	-17.9	-22.9	-28.1	4.9
COc1ccc(N2CCN(C(=O)Cc3cccs3)CC2)cc1	0.9	38.8	5.0	1.4	-7.8	-2.4	1.4	6.4	-1.8
C/C(=N\Nc1ccc([N+](=O)[O-])cc1[N+](=O)[O-])c1cc2c(ccc3ccccc32)oc1=O	4.1	-3.0	7.6	0.6	/	4.5	-18.8	-22.7	0.6
NC(=O)CSc1nnc(-c2ccc(S(=O)(=O)N3CCOCC3)cc2)n1CC1CCCO1 (stereo not given)	1.5	20.5	2.5	2.2	-5.2	5.1	-6.3	5.6	0.0
O=C(CSc1nnc(NC(=O)C2CCC2)s1)NC1CC1	8.7	32.6	3.1	-2.4	-5.8	2.3	-8.6	8.3	1.2
Nc1scn[n+]1Cc1cccc2cccnc12	-1.3	3.5	/	-0.6	0.4	8.7	4.3	-3.4	-4.5
CCOC(=O)c1c(C)[nH]c(C)c1C(=O)COC(=O)c1cc2ccccc2cc1OC	0.8	48.6	1.2	2.1	-38.2	10.4	-18.3	3.9	-5.0
CC(=O)c1sc(N/N=C\c2ccc(Br)cc2)nc1C	8.8	23.8	-3.3	0.5	-19.4	6.7	-24.3	5.7	4.2
CCCCCCOc1ccc(N2C(=O)CC(SC(=NCC)NCC)C2=O)cc1 (stereo not given)	3.2	31.7	-1.6	0.8	-3.2	-3.9	9.5	-5.0	5.1
Cc1ccc(-c2csc(NC(=S)NC(=O)c3cccs3)n2)cc1	3.0	14.8	4.2	-0.8	-7.5	-10.5	-5.0	-11.6	-1.0
Cc1ccc(OCCNC(=O)c2cccc(Oc3ccc(C(F)(F)F)cc3[N+](=O)[O-])c2)cc1	8.0	37.9	4.1	0.0	4.0	0.4	-7.7	-4.6	-2.9
CS(=O)(=O)NCC(c1cccnc1)N1CCN(c2ccc(F)cc2)CC1 (stereo not given)	-0.9	-17.1	2.2	0.1	-8.8	15.4	14.4	11.2	-3.9
Cc1nc(Oc2ccccc2)c2oc3ccccc3c2n1	2.3	33.5	0.9	3.0	-3.4	-2.4	6.2	5.1	-3.2
O=S(=O)([N-]c1nc2ccccc2nc1-[n+]1ccccc1)c1ccc(F)cc1	6.1	6.7	0.8	0.3	0.1	-7.7	3.5	-2.7	1.5
O=C(Nc1c2c(nc3ccccc13)CCCC2)c1ccccc1Cl	9.8	13.4	11.8	-0.7	-30.7	-16.4	1.1	-3.5	3.8
N#C/C(=C\c1ccc(C(=O)O)cc1)c1ccccn1	2.4	-18.6	-0.9	-0.4	-9.8	-10.8	-4.5	16.9	-4.7
COc1ccc(-c2cc(=O)[nH]c(NCc3ccccc3)n2)cc1	12.2	57.3	3.3	-2.0	-8.9	-7.2	2.1	-28.1	9.5
COc1ccc(CN2CCOCCOCCOCCOCCOCC2)cc1	-0.8	-9.2	/	-0.7	-19.2	12.0	14.6	4.5	-0.7
Cc1ccc(C2=NN(C(=O)CCCC(=O)O)C(c3ccco3)C2)cc1 (stereo not given)	5.2	-8.3	1.4	-1.2	-6.0	-8.7	-2.9	-12.8	-6.5
O=C(COC(=O)/C=C/c1ccc(Cl)cc1Cl)Nc1cc(C(F)(F)F)ccc1N1CCOCC1	2.1	-8.4	3.2	-0.2	-3.7	-3.7	-8.6	3.9	-5.8
O=C(Nc1ccc(F)cc1F)Nc1csc2ccccc12	3.0	-9.8	/	1.5	-16.1	-12.4	14.6	-3.6	4.1
COc1ccc(OCC(=O)NC(=S)Nc2ccc3c4c(cccc24)CC3)cc1	4.0	2.7	-0.6	-0.2	-17.9	-12.4	5.0	1.8	-6.0
CC1CCN(CCn2c(=S)[nH]c3cc4c(cc3c2=O)OCO4)CC1	3.8	-10.0	3.4	0.1	-13.2	13.4	-11.9	4.0	1.2
COCCNC(=S)N=Nc1c(O)[nH]c2c(C)cc(C)cc12	7.9	3.5	0.2	1.4	-4.5	22.7	-21.9	6.8	1.1
COc1ccc(C(=O)NCC(=O)OCC(=O)c2ccc3c(c2)NC(=O)CO3)cc1	9.4	10.1	5.6	0.6	-5.4	4.8	-25.2	-0.6	3.6
COc1ccccc1OCCn1c(CO)nc2ccccc21	2.8	17.3	0.1	0.4	-1.4	-3.7	5.8	-18.2	-1.3
O=C(/C=C/c1cccc([N+](=O)[O-])c1)N1CCN(C(=O)c2ccco2)CC1	3.4	-5.2	-2.3	2.0	-2.1	-11.4	3.3	0.7	-1.6
CN(/N=C/c1cc([N+](=O)[O-])ccc1O)c1ccccc1	4.8	-2.4	8.3	-0.3	-0.2	-8.1	-1.6	-8.0	1.2
CCN(CC)CCn1c(C)nc2c(sc3nc4c(cc32)COC(C)(C)C4)c1=O	1.9	19.9	/	1.1	-5.3	-10.6	-9.9	-3.0	-2.5
Cc1cc(C)cc(NC(=O)c2cc(C)nn2C)c1	2.2	-37.4	9.1	-1.5	-4.6	-3.6	-14.9	10.7	-4.4
O=C(CCCN1C(=O)c2cccc3cccc(c23)C1=O)NCCN1CCOCC1	3.0	-2.1	0.6	1.6	3.8	-4.1	-22.4	-11.5	-0.9
COCc1nnc(NC(=O)c2ccccc2Oc2ccccc2)s1	3.3	-3.0	1.8	-1.3	-6.5	5.7	-2.1	-5.9	1.5
Nc1nc(Nc2ccccc2F)nc(N2CCOCC2)c1[N+](=O)[O-]	-5.4	8.6	/	0.7	-8.1	-6.0	-13.2	-17.2	-1.4
CCC/C(=N/NC(=O)c1cccc(Cl)c1)c1ccccc1	3.1	4.2	2.1	1.2	-6.2	5.2	-22.0	1.5	-1.5
Cc1ccc(N2C(S)=C(C#N)C(=O)NC2c2cccs2)cc1 (stereo not given)	-2.4	43.8	-4.8	0.0	-14.0	-2.5	-10.5	6.6	-3.5
Cc1nn2cc(-c3ccc(Cl)cc3)cnc2c1Cl	0.1	-10.1	-2.5	-1.2	3.2	4.8	0.6	-8.1	-1.4
Cn1c(=O)[nH]c(=O)c2c1nc(N1CCCC1)n2CCSc1nc2ccccc2[nH]1	4.0	7.8	5.6	-3.1	-18.3	-17.8	-15.4	-6.7	0.2

p47phox inh: hit marks shown above
SMILES,CHOP inh,NPY Y1 blocker,S1P4 ag,p47phox inh,NPY-Y1 PAM-ag,S1P4 antag,NPY2 pot ag
CCCCCCCCCCCCCCCC[n+]1cccc2ccccc21,106.2*,7.1,2.3,100.6*,-5.5,-13.9,18.5

The list continues.
SMILES	BaF3 tox	CHOP inh	NPY Y1 blocker	S1P4 ag	p47phox inh	NPY-Y1 PAM-ag	S1P4 antag	NPY2 pot ag	Ba/F3 V617F tox
Cc1c(C(=O)Nc2nc3ccccc3[nH]2)oc2ccccc12	2.4	-30.4	2.8	0.4	-7.6	-1.4	-7.0	-0.4	-4.7
Cc1ccc(CNC(=O)COC(=O)c2ccc(S(=O)(=O)N3CCCC3)cc2)cc1	4.0	13.7	-3.9	0.3	6.6	10.0	-11.4	0.6	-4.2
Cc1nnc(NC(=O)c2ccccc2NC(=O)c2ccccc2)s1	3.3	28.1	/	1.6	-3.8	19.4	-15.3	21.0	1.1
COc1cccc(C(=O)Nc2ccc(NC(C)=O)cn2)c1	6.6	2.0	1.3	-1.5	-8.3	-3.0	-2.6	-6.7	2.9
CCn1c(COc2c(C)cccc2C)nnc1SCc1nc2ccccc2c(=O)[nH]1	2.5	19.7	1.0	0.2	-4.1	-3.8	-9.3	0.5	-0.2

Screens deposited in PubChem BioAssay by several laboratories.
